Screens from PubChem.
phage Ecoli inh: E. coli growth loss with phage present | growth absorbance | inhibition, % at 11.9 µM | actives 0.26% (n = 360,000) | AID 651602; in the data active = inhibition above about 11%
Mot1-301 SUMO: blocks SUMOylation pathway, rescuing yeast Mot1-301 growth; S. cerevisiae Mot1-301 growth rescue, ATP luminescence, 38.5C; percent above DMSO median, 100 means doubled; growth rescue, % at 18.8 µM; actives 1% (n = 320,000);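 active = every valid replicate shows activation above 250% relative to neutral control wells; inactive = the rest, any valid replicate at or below 250%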;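 note: OY570 slx delta 5 strain wells were the positive control but not used for scaling; some compounds called inactive have numbers as strong as hits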
AddAB inh: less growth of phage-infected E. coli with AddAB; E. coli expressing H. pylori AddAB, absorbance growth; inhibition, % at 11.9 µM; actives 0.29% (n = 330,000); in the data active = inhibition above about 12%;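 note: 0% = vehicle wells of infected cells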
Ecoli viability: bacterial growth inhibition, counter-screen for AddAB inhibitors. actives 0.27% (n = 330,000). AID 449728. inhibition, % at 11.9 µM. E. coli V3065 growth, OD600 absorbance, 18 h;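 active = inhibition above the campaign's mean inhibition across all tested compounds plus 3 SD, cut at about 9.9% in these data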;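 note: uninfected addAB+ strain grown without phage in ampicillin broth; 0% = DMSO wells and 100% = ciprofloxacin 0.95 µg/ml wells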
Numbers without * were called inactive. This is a subset. The share of hits here may be higher or lower than overall.

Value order: phage Ecoli inh	Mot1-301 SUMO	AddAB inh	Ecoli viability
O=C(CCC(=O)N1CCN(c2ccc(F)cc2)CC1)c1ccc(F)cc1
  2.1	-25	-1.0	-0.6
CCC1=C(OC(=O)N(CC)CC)N2C(=O)OC(=NCC3CC3)[C@]2(Cc2ccccc2)[C@H]2C1=CC[C@H]1C(=O)N(CC(=O)OC)C(=O)[C@H]12
  -2.8	-13	-0.3	-0.2
COC(=O)c1cc(NC(=O)C2CCCN(S(=O)(=O)c3c(C)n[nH]c3C)C2)cc(C(=O)OC)c1 (stereo unspecified)
  2.0	-11	2.5	0.3
O=[N+]([O-])c1cccc(N=Cc2sc3ccccc3c2O)c1
  3.8	-5	3.3	0.6
CCCN(CCC)C(=O)c1cc([N+](=O)[O-])cc2c1-c1ccc([N+](=O)[O-])cc1C2=C(C#N)C#N
  2.3	-25	1.7	1.3
CC1=NNC(=O)C1CCC(=O)N/N=C/c1ccc(C)cc1 (stereo unspecified)
  0.5	11	1.6	-3.1
CCCCNC(=O)C(c1ccc(OCC(=O)OC)c(C(=O)OC)c1)N(CCOC)C(=O)CCCCCN1C(=O)NC(c2ccc(-c3ccccc3)cc2)C(C(=O)OCc2ccccc2)=C1C (stereo unspecified)
  2.5	-11	2.9	-1.9
CCOc1ccccc1NC(=O)CC1SC(=N)N(c2ccccc2)C1=O (stereo unspecified)
  2.9	-17	1.8	1.2
CC(OC(=O)c1ccc2ncsc2c1)C(=O)N1CCCC1 (stereo unspecified)
  3.2	-10	0.5	0.2
O=C(CN1CCC(Cc2ccccc2)CC1)Nc1ccc2c(c1)OCCO2
  3.4	-3	1.2	-1.3

Remaining list, next part.
Value order: phage Ecoli inh	Mot1-301 SUMO	AddAB inh	Ecoli viability
O=C(COC(=O)c1ccccc1Br)NCC1CCCCC1
  0.4	26	-2.7	-0.8
COc1ccc(CCNC(=O)C2CCN(C(=O)c3ccccc3)CC2)cc1
  4.8	-7	-1.6	-0.8
Cc1cc(=O)oc2c(CN(CC(C)C)CC(C)C)c(O)ccc12
  -1.8	-37	0.5	-1.0
COCCNC(=O)CCCn1c(=O)c2cc(OC)c(OC)cc2n(CC(=O)c2ccc(Cl)cc2)c1=O
  1.2	11	1.4	0.3
O=C(CSC(=S)N1CCCC1)c1cc(Br)cc(Br)c1O
  6.3	-36	1.5	-1.2
O=C1N[C@@H](Cc2ccccc2)C(=O)N2[C@@H]1C[C@]1(Br)c3ccccc3N(S(=O)(=O)c3ccccc3)[C@H]21
  -0.3	-10	2.7	-0.1
O=C(/C=C/c1cccs1)NC1CCS(=O)(=O)C1 (stereo unspecified)
  3.8	7	0.8	0.3
O=C(N=Nc1ccc(NOC(=O)c2ccccc2Br)cc1)c1ccccc1O
  3.5	-6	1.7	0.8
N#CC1=C(N)N2C(=C(C#N)C1c1ccc(Br)cc1)Nc1ccccc12 (stereo unspecified)
  6.9	86	4.5	2.4
CC12C(=O)N(c3ccc(C(=O)N4CCOCC4)cc3)C(=O)C1C1c3ccccc3C2c2ccccc21 (stereo unspecified)
  1.4	-3	-0.6	-2.1

Next section
Value order: phage Ecoli inh	Mot1-301 SUMO	AddAB inh	Ecoli viability
COc1ccc(C2CC(c3cccs3)=NN2c2ccc(C=O)cc2)cc1 (stereo unspecified)
  3.3	7	1.5	-1.0
Cc1cccc(-c2noc(CCC(=O)Nc3ccc(C(N)=O)cc3)n2)c1
  2.0	-3	0.8	0.7
CC(C)(C)OC(=O)N[C@@H](Cc1ccccc1)c1nnc(S(=O)(=O)Cc2ccccc2)o1
  2.9	18	1.1	0.3
O=C(N/N=C/c1ccco1)c1cc(C2CC2)nc2ccccc12
  1.7	-4	-0.5	-2.7
O=C(CCCc1ccccc1)NCc1ccccc1
  3.6	-6	1.4	4.0
O=C(c1cc(C(=O)N2CCOCC2)c2nc3ccccc3n2c1)c1ccccc1O
  -0.3	-5	0.3	1.8
S=C(NCC1CCCO1)n1nnc2ccccc21 (stereo unspecified)
  2.3	30	3.0	-0.7
COc1cc(Br)c(CC(=O)O)cc1OC
  2.4	168	-1.5	-3.4
COC(=O)c1cc(=O)n(Cc2ccccc2)c(=NCc2ccccc2)s1
  2.9	-2	-1.9	-2.0
O=C(NCc1ccco1)C1CCCN(S(=O)(=O)c2cccc3nonc23)C1 (stereo unspecified)
  3.0	-11	3.8	0.9

Reformatted with tabs: entries from further up
Structure	phage Ecoli inh	Mot1-301 SUMO	AddAB inh	Ecoli viability
CC(OC(=O)c1ccc2ncsc2c1)C(=O)N1CCCC1 (stereo unspecified)	3.2	-10	0.5	0.2
O=C(CN1CCC(Cc2ccccc2)CC1)Nc1ccc2c(c1)OCCO2	3.4	-3	1.2	-1.3
O=C(COC(=O)c1ccccc1Br)NCC1CCCCC1	0.4	26	-2.7	-0.8
COc1ccc(CCNC(=O)C2CCN(C(=O)c3ccccc3)CC2)cc1	4.8	-7	-1.6	-0.8
Cc1cc(=O)oc2c(CN(CC(C)C)CC(C)C)c(O)ccc12	-1.8	-37	0.5	-1.0
COCCNC(=O)CCCn1c(=O)c2cc(OC)c(OC)cc2n(CC(=O)c2ccc(Cl)cc2)c1=O	1.2	11	1.4	0.3
O=C(CSC(=S)N1CCCC1)c1cc(Br)cc(Br)c1O	6.3	-36	1.5	-1.2
O=C1N[C@@H](Cc2ccccc2)C(=O)N2[C@@H]1C[C@]1(Br)c3ccccc3N(S(=O)(=O)c3ccccc3)[C@H]21	-0.3	-10	2.7	-0.1
O=C(/C=C/c1cccs1)NC1CCS(=O)(=O)C1 (stereo unspecified)	3.8	7	0.8	0.3
O=C(N=Nc1ccc(NOC(=O)c2ccccc2Br)cc1)c1ccccc1O	3.5	-6	1.7	0.8
N#CC1=C(N)N2C(=C(C#N)C1c1ccc(Br)cc1)Nc1ccccc12 (stereo unspecified)	6.9	86	4.5	2.4
CC12C(=O)N(c3ccc(C(=O)N4CCOCC4)cc3)C(=O)C1C1c3ccccc3C2c2ccccc21 (stereo unspecified)	1.4	-3	-0.6	-2.1
COc1ccc(C2CC(c3cccs3)=NN2c2ccc(C=O)cc2)cc1 (stereo unspecified)	3.3	7	1.5	-1.0
Cc1cccc(-c2noc(CCC(=O)Nc3ccc(C(N)=O)cc3)n2)c1	2.0	-3	0.8	0.7
CC(C)(C)OC(=O)N[C@@H](Cc1ccccc1)c1nnc(S(=O)(=O)Cc2ccccc2)o1	2.9	18	1.1	0.3
O=C(N/N=C/c1ccco1)c1cc(C2CC2)nc2ccccc12	1.7	-4	-0.5	-2.7
O=C(CCCc1ccccc1)NCc1ccccc1	3.6	-6	1.4	4.0
O=C(c1cc(C(=O)N2CCOCC2)c2nc3ccccc3n2c1)c1ccccc1O	-0.3	-5	0.3	1.8
S=C(NCC1CCCO1)n1nnc2ccccc21 (stereo unspecified)	2.3	30	3.0	-0.7
COc1cc(Br)c(CC(=O)O)cc1OC	2.4	168	-1.5	-3.4

The results go on:
Value order: phage Ecoli inh	Mot1-301 SUMO	AddAB inh	Ecoli viability
CCOC(=O)CN1C(=O)N[C@@H](CCc2ccccc2)C(C(C)=O)=C1C
  0.5	-1	3.1	1.2
CCOC(=O)C1C(=O)CC(C)(O)C(C(=O)OCC)C1c1ccc(Br)o1 (stereo unspecified)
  3.7	-17	2.8	1.8
O=C(N/N=C/c1cccs1)c1cccc(NC(=O)c2ccc(Cl)cc2)c1
  6.2	5	1.0	0.2
COc1ccc2cc3c(N)c(C(=O)N4CCCC4)sc3nc2c1
  -1.6	11	2.9	-0.7
COc1ccc(C(=O)Nc2ccc3nc(N4CCCCC4)cc(C)c3c2)c(OC)c1
  2.5	4	-0.6	1.0
CCN(Cc1cc2ccccc2[nH]c1=O)C(=O)c1cccc([N+](=O)[O-])c1
  -0.3	73	-1.5	1.3
Cc1ccnc(NC(=O)c2ccc(Cl)cc2Cl)n1
  1.6	5	2.2	-1.1
CCOC(=O)C1=C(C)N=C2c3ccccc3C(=O)C2C1c1ccc(Br)cc1 (stereo unspecified)
  0.5	12	3.3	0.4
Oc1[nH]c2ccccc2c1N=Nc1ncnc2c1oc1ccccc12
  3.3	4	-3.4	-4.5
CCOC(=O)n1cc(-c2cnc(CNC(=O)C(C)(c3ccccc3)c3ccccc3)o2)c2ccccc21
  2.1	-12	-1.4	-2.6

The listing continues:
Value order: phage Ecoli inh	Mot1-301 SUMO	AddAB inh	Ecoli viability
COc1ccc(OC)c(-n2c(=S)[nH]c3cc(C(=O)NCCCN4CCCC4=O)ccc3c2=O)c1
  3.2	-26	-0.8	-0.3
O=C(Nc1cccc(F)c1)c1cc(S(=O)(=O)N2CCC3(CC2)OCCO3)ccc1F
  4.1	-16	-1.7	-0.7
O=C1C=CC(=O)C(C2=C3C(=O)N(CCc4ccccc4)CC(=O)N3CCC2)=C1
  3.2	5	2.3	0.4
Cc1nn(C2CCCO2)c(=O)nc1N (stereo unspecified)
  4.3	-24	1.0	-1.1
O=C(N/C(=C\c1cn(-c2ccccc2)nc1-c1ccc(Cl)cc1)C(=O)N1CCOCC1)c1ccccc1
  5.4	-15	2.0	-1.6
CCc1nnc(NS(=O)(=O)c2ccc(NC(=O)c3cc4ccccc4oc3=O)cc2)s1
  6.3	-18	5.2	1.0
COc1ccc2nc(Sc3c([N+](=O)[O-])nc(C)n3Cc3ccccc3)[nH]c2c1
  0.8	21	-1.1	-0.3
CCN(CC)S(=O)(=O)c1cccc(C(=O)N[C@@H](C)c2nc3ccccc3[nH]2)c1
  5.5	1	4.5	4.1
O=C(COC(=O)c1ccccc1NC(=O)C1CC1)c1ccc2c(c1)OCCO2
  2.9	-2	4.4	0.6
Cc1cc(C(=O)COc2ccc(C#N)cc2)c(C)n1CC1CCCO1 (stereo unspecified)
  1.2	-10	-0.2	-0.9

Next entries follow.
Value order: phage Ecoli inh	Mot1-301 SUMO	AddAB inh	Ecoli viability
O=C(C(=O)N1CCc2ccccc2C1)N1CCc2ccccc2C1
  4.6	1	0.7	1.0
O=C(Nc1nc2n(n1)C(c1ccc(Cl)cc1)CC(c1ccc(Cl)cc1)N2)c1ccco1 (stereo unspecified)
  0.3	-1	1.6	1.1
CCCCCCCCCCC(=O)Nc1cccnc1
  2.9	180	1.6	0.4
CC12CC(NC(=O)N1c1cccc(C(=O)NCc3ccccc3)c1)c1ccccc1O2 (stereo unspecified)
  3.4	-10	2.1	-2.7
Cc1c(NC(=O)C(C)OC(=O)c2cccc(S(=O)(=O)N3CCOCC3)c2)c(=O)n(-c2ccccc2)n1C (stereo unspecified)
  1.5	9	-1.5	-1.1
Cc1ccccc1NC(=O)c1snc2c(=O)[nH]cnc12
  4.5	-10	-2.9	-1.1
COc1cc(NC(=O)c2cccnc2)ccc1-c1cc2ccccc2oc1=O
  0.0	17	3.1	-0.3
O=C(NCCN1CCOCC1)c1cc(Sc2ccccc2Cl)nc2ccccc12
  -0.2	-4	-2.9	-1.8
CCOc1ccc(-c2cc(C(=O)NN3CCN(C)CC3)c3cc(Cl)ccc3n2)cc1
  3.4	104	2.5	-4.1
CCn1c(CCl)nc2cc(S(=O)(=O)N3CCOCC3)ccc21
  3.0	0	-0.1	-2.7

Additional results:
Value order: phage Ecoli inh	Mot1-301 SUMO	AddAB inh	Ecoli viability
Cc1nnc(N/N=C/c2c(O)n(-c3cccc(C(F)(F)F)c3)c(=O)c3ccccc23)[nH]c1=O
  2.9	3	-1.0	-2.1
Cc1[nH]c(=S)sc1Cc1ccc(Cl)c(Cl)c1
  3.1	-1	3.8	1.0
CC(=O)Nc1cccc(NC(=O)c2oc3ccccc3c2C)c1
  3.4	-5	2.8	1.3
CC(=O)c1ccc(OCC(O)CN2CCN(c3ccccn3)CC2)cc1 (stereo unspecified)
  1.8	-1	1.4	-0.6
O=C(NCC(c1ccco1)N1CCCCC1)c1ccc([N+](=O)[O-])s1 (stereo unspecified)
  2.8	-1	-5.0	1.0
O=C(COC(=O)c1ccc(O)cc1)Nc1ccc(Cl)cc1
  5.3	-17	-0.3	-1.4
O=c1[nH]c(CSc2nc3ccccc3s2)nc2cc(Cl)ccc12
  -0.3	1	1.6	-3.1
CC/C(=C/c1sc2ccc(C)cc2[n+]1CCCS(=O)(=O)[O-])SC
  2.4	239	-2.3	-0.5
N#C/C(=C\c1ccc(-c2cccc([N+](=O)[O-])c2)o1)c1nnc(N2CCOCC2)n1-c1ccccc1
  0.1	-24	0.5	-1.3
NC(=O)CC1NC(=O)c2cc([N+](=O)[O-])cc(I)c2OCCC(C(N)=O)NC(=O)[C@@H]2CCCN2C1=O (stereo partly specified)
  0.6	-17	0.4	0.4

(cont.)
Value order: phage Ecoli inh	Mot1-301 SUMO	AddAB inh	Ecoli viability
CN1CCN(CC(=O)N/N=C\c2c[nH]c3ccccc23)CC1
  3.2	-2	2.4	-0.4
NC(=O)c1ccsc1NC(=O)CSc1n[nH]c(N)n1
  -0.6	14	2.2	-0.8
CN1CCc2c(sc(NC(=O)c3cc(Cl)sc3Cl)c2C(N)=O)C1
  3.1	214	0.0	-2.3
COC(=O)Cc1[nH]c(Cl)nc1C(N)=O
  4.2	85	2.2	1.1
Cc1ccc(C2(c3noc(CN(C)CCCN4CCOCC4)n3)CCCC2)cc1
  0.2	115	-0.3	-1.6
CC1CCCC(C)N1/N=C/c1cc(Br)c(O)c(Br)c1 (stereo unspecified)
  4.9	8	-1.6	-2.0
Cn1c(=O)c(Nc2ccc(Cl)cc2)c2c3c(cccc31)C(=O)c1ccccc1-2
  3.6	2	1.5	5.2
